Screening data from PubChem.
TNAP activation fold: human TNAP enzyme activators, primary screen, biochemical, luminescent, no phosphate acceptor, uHTS (AID 1001) | one-dose activation fold at 20 µM; EC50 in µM for titrated hits | 0.03% of 200,000 active | purified TNAP, luminescent activation assay, no phosphate acceptor; higher activation fold means a stronger effect; in the data active means activation fold from about 3, or a potency from the dose series; inactive means the rest, 99 in 100 with activation fold below about 1.6; further: many of its hits are not listed in these tables
ER stress rescue: protection against thapsigargin-triggered cell killing – 384-well, CSM14.1, ATP luminescence, primary screen (AID 1222); CSM14.1 thapsigargin-induced death rescue, ATP luminescence; higher % means a stronger effect; cellular ATP content (survival), % at 20 µM, or EC50 in µM where a hit was titrated; 190,000 tested, under 10 active;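 active means EC50 below 50 µM in the dose-response confirmation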;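 further: death triggered by thapsigargin at about 15 µM added after 2 h compound pretreatment; cell ATP read after overnight thapsigargin exposure of roughly 18 to 22 hours; normalized against plate controls of thapsigargin alone and 5% DMSO vehicle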
West Nile virus CPE: inhibition of WNV-induced cytopathic effect – cell-based, CPE readout (AID 1621) | West Nile virus-infected cells, CPE inhibition; higher % means a stronger effect | CPE inhibition, % at 10 µM; hits with a dose series show IC50 in µM | 0.02% of 290,000 active; in the data active means a potency from the dose series; inconclusive means CPE inhibition mostly from about 3.7% at the one dose, without a potency; inactive means the rest, 99 in 100 with CPE inhibition below about 2.2%; further: strong numbers were not always called active
PMI inhibitors: MPI enzyme activity inhibition – biochemical, fluorescence intensity, coupled assay, primary screen (AID 1209); purified PMI enzyme, coupled fluorescence intensity; higher % means a stronger effect; inhibition, % at 20 µM, or IC50 in µM where a hit was titrated; 0.42% of 190,000 active;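 further: plate controls were DMSO vehicle for no effect and wells lacking substrate for full effect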
RSV antiviral HEp-2: inhibition of RSV-induced cytopathic effect – HEp-2 cells, primary 10 µM value included (AID 2391). HEp-2 cells, RSV-induced CPE inhibition; higher % means a stronger effect. CPE inhibition, % at 10 µM, or IC50 in µM where a hit was titrated. 0.13% of 310,000 active; in the data active means a potency from the dose series; inconclusive means CPE inhibition mostly from about 23% at the one dose, without a potency; inactive means the rest, 99 in 100 with CPE inhibition below about 21%; further: strong numbers were not always called active
human PMI inhibitors: MPI inhibition at elevated mannose 6-phosphate – biochemical, fluorescence intensity, high mannose 6-phosphate, primary screen (AID 1220). 0.66% of 190,000 active. one-dose inhibition, % at 20 µM; IC50 in µM for titrated hits. recombinant PMI enzyme, coupled fluorescence intensity; higher % means a stronger effect
Large T inhibition: SV40 large T antigen inhibitors, biochemical (AID 1903) | SV40 large T antigen ATPase/helicase inhibition assay; higher % means a stronger effect | one-dose inhibition, % at 20 µM; IC50 in µM for titrated hits | 0.39% of 310,000 active; in the data active means a potency from the dose series; inconclusive means inhibition mostly from about 32% at the one dose, without a potency; inactive means the rest, 99 in 100 with inhibition below about 32%; further: strong numbers were not always called active
Salmonella PhoP GFP: inhibitors of PhoP regulon expression, primary screen, Salmonella Typhimurium, GFP reporter (AID 1863); S. Typhimurium PhoP-regulated promoter GFP reporter, 4 h; higher % means a stronger effect; one-dose inhibition, % at 50 µM; IC50 in µM for titrated hits; 0.16% of 300,000 active;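 active means inhibition over 29.93%, a cutoff 3 SD above the screen mean, later confirmed by dose response; inconclusive means inhibition over 29.93% but no dose response follow-up; inactive means inhibition at most 29.93% or unconfirmed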;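 further: 0% = low Mg2+ inducing control and 100% = high Mg2+ repressing control; strong numbers were not always called active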
Ins promoter up: MIN6 insulin promoter up-regulation. z-score at 5 µM. 0.3% of 190,000 active. MIN6 insulin promoter-GFP reporter, high-content imaging; stronger effect = higher value. AID 1625;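 active means z-score above 3 at 5 µM with at least 500 cells counted in the well; inconclusive means wells under 500 cells, flagged as cytotoxic or low count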
Ins promoter up cell count: further read-out of Ins promoter up, marked with its call; cell count; measured here: cytotoxicity, nuclei count;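 total cells summed across four imaged fields per well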
* = called active by the depositor; ? = inconclusive; nt = not tested or not shown. Unless noted, no stated cut-off is given here; in the data, active means inhibition above about 50%; inactive means the rest.

Order of values: TNAP activation fold	Salmonella PhoP GFP	Ins promoter up cell count	PMI inhibitors	human PMI inhibitors	Large T inhibition	RSV antiviral HEp-2	West Nile virus CPE	Ins promoter up	ER stress rescue
CCOC(=O)c1c(-c2cccc([N+](=O)[O-])c2)csc1NC(=O)C1CC1
 : 1.1	-7%	1417	14%	40%	-11%	-2.1%	-0.3%	-0.24	-1.4%
CC(NC(=O)Nc1ccccc1)C(c1cccs1)N1CCN(C)CC1 (centres undefined)
 : 1.1	5%	1991	12%	10%	7%	-0.3%	0.1%	1.1	-1.3%
O=S(=O)(c1ccc2c(c1)C(=NO)c1cc(S(=O)(=O)N3CCCCC3)ccc1-2)N1CCCCC1
 : 1.1	-10%	537	7%	5%	6%	-2.2%	-2.5%	-0.43	2.0%
CNC(=O)c1c(C)nc(SCC(=O)NCc2ccc(OC)cc2)c(C#N)c1-c1ccco1
 : 1	-7%	1209	-5%	-4%	1%	1.1%	-0.2%	0.88	-0.9%
CCS(=O)(=O)N1Cc2ccccc2CC1C(=O)Nc1ccc(OC)cc1OC (centres undefined)
 : nt	4%	nt	nt	nt	21%	1.2%	-0.7%	nt	nt
CCN(CC(=O)NC1CCCC1)S(=O)(=O)c1ccc(F)cc1
 : nt	7%	nt	nt	nt	6%	-0.2%	0.2%	nt	nt
O=C(Nc1c2c(nn1-c1ccccc1)CS(=O)C2)c1ccco1 (centres undefined)
 : nt	4%	nt	nt	nt	1%	1.1%	0.5%	nt	nt
COc1ccccc1CNC(=O)C(=O)NCC1OCCN1S(=O)(=O)c1cccs1 (centres undefined)
 : nt	-8%	1116	nt	nt	21%	-0.2%	-0.4%	0.32	nt
CC1CCCN(CCCNC(=O)c2cc3c(s2)-c2ccccc2OC3)C1 (centres undefined)
 : nt	-14%	nt	nt	nt	9%	?	19µM*	nt	nt
CCN(CC)C(=O)CSc1nnc(-c2ccccc2)n1-c1ccccc1
 : 1.1	-13%	nt	-9%	-8%	16%	2.6%	-0.5%	nt	1.3%
CC(C)CC(=O)NC(=S)Nc1ccc(S(=O)(=O)N2CCN(C)CC2)cc1
 : 1.1	-11%	1282	12%	14%	9%	2.3%	-0.1%	0.15	1.5%
CC1CCN(S(=O)(=O)c2ccc3c(c2)CCN3C(=O)CCC(=O)O)CC1
 : 1.1	1%	1422	0%	1%	6%	-0.5%	0.0%	2.5	-1.5%
CN(c1ccc(C(=O)N2CCCCC2)cc1)S(C)(=O)=O
 : 1.1	-7%	1122	1%	-3%	6%	0.0%	-0.2%	-0.07	-1.6%
Cc1cc([N+](=O)[O-])nn1CCCC(=O)Nc1sc2c(c1C(N)=O)CCCC2
 : 1	1%	1685	53%*	23%	12%	2.2%	-0.7%	0.67	-3.8%
O=S(=O)(Nc1ncnc2sc3c(c12)CCC3)c1cc(F)ccc1F
 : nt	-10%	1494	nt	nt	7%	1.1%	-0.2%	0.74	nt
O=C(NCc1ccc(F)cc1)c1ccc(CS(=O)(=O)c2ccc(Br)cc2)o1
 : nt	3%	1018	nt	nt	20%	4.0%	-0.2%	0.21	nt
C=CCn1c(SCCOc2ccccc2)nnc1C(C)NC(=O)c1ccccc1 (centres undefined)
 : 1	12%	1038	-3%	2%	7%	2.0%	-0.9%	-0.43	-0.3%
O=C(Nc1ccc(F)cc1)Nc1nnc(-c2ccccc2)o1
 : 1.2	1%	1117	-2%	8%	1%	2.1%	0.9%	0.5	-0.4%
COc1ccc(CC(=O)Nc2cccnc2)cc1
 : nt	7%	nt	nt	nt	7%	2.6%	-0.3%	nt	nt
O=C(N/N=C/c1ccc(F)cc1)c1ccc(Br)cc1
 : 1.1	-7%	1661	4%	6%	3%	2.0%	0.3%	-0.52	-3.9%

Quoted from the entries so far for reference:
Order of values: TNAP activation fold	Salmonella PhoP GFP	Ins promoter up cell count	PMI inhibitors	human PMI inhibitors	Large T inhibition	RSV antiviral HEp-2	West Nile virus CPE	Ins promoter up	ER stress rescue
COc1ccc(CC(=O)Nc2cccnc2)cc1
 : nt	7%	nt	nt	nt	7%	2.6%	-0.3%	nt	nt
O=C(N/N=C/c1ccc(F)cc1)c1ccc(Br)cc1
 : 1.1	-7%	1661	4%	6%	3%	2.0%	0.3%	-0.52	-3.9%

The list goes on.
Order of values: TNAP activation fold	Salmonella PhoP GFP	Ins promoter up cell count	PMI inhibitors	human PMI inhibitors	Large T inhibition	RSV antiviral HEp-2	West Nile virus CPE	Ins promoter up	ER stress rescue
O=C(Nc1nnc(C2=COCCO2)o1)c1ccc(Cc2ccccc2)cc1
 : 1.6	-3%	1558	-7%	-21%	6%	-3.7%	0.8%	0.71	-1.5%
CCn1c(CC(=O)Nc2ccccc2)nnc1SCc1nc2ccccc2c(=O)[nH]1
 : nt	-5%	1110	nt	nt	8%	-2.0%	0.2%	0.14	nt
Cc1nn(C)c(C)c1S(=O)(=O)N(CC(=O)N1CCc2ccccc2C1)c1ccc(C(C)C)cc1
 : 1	7%	1212	15%	21%	1%	-0.4%	-0.4%	0.43	0.2%
OC(COc1ccc(OCC(O)CN2CCCCCC2)cc1)CN1CCCCCC1 (centres undefined)
 : 1.1	-4%	1563	-6%	-9%	-3%	0.9%	0.2%	-0.58	-1.2%
O=C(NC1=NCCS1)c1cccc(S(=O)(=O)N2CCCCC2)c1
 : 1.1	nt	1130	6%	7%	nt	nt	nt	0.75	-1.6%
C=CCNC(=O)c1ccccc1NS(=O)(=O)c1ccccc1
 : 1.1	4%	1358	20%	12%	4%	1.1%	-0.2%	1.1	-2.8%
Cc1c(C(=O)Nc2ccc(Nc3ccccc3)cc2)cccc1[N+](=O)[O-]
 : nt	-5%	nt	nt	nt	20%	6.0%	-1.9%	nt	nt
COCCNCC(=O)NCC12CC3CC(CC(C3)C1)C2
 : 1.2	-3%	nt	6%	-7%	3%	-0.3%	-0.1%	nt	-0.1%
O=C(CN1C(=O)NC(Cc2c[nH]c3ccccc23)C1=O)Nc1cccc(S(=O)(=O)N2CCCCCC2)c1 (centres undefined)
 : 0.8	1%	1335	19%	9%	11%	14%	1.0%	-0.63	-2.8%
CCOc1ccc(-n2c(-c3ccco3)n[nH]c2=S)cc1
 : 1.1	-9%	1304	9%	9%	14%	1.0%	nt	1.1	-1.9%
Cc1ccc(S(=O)(=O)CCC(=O)Nc2ccccc2C)cc1
 : nt	-6%	nt	nt	nt	6%	1.6%	-0.2%	nt	nt
FCCCOc1ccc(/C=N/OCc2ccc(Cl)cc2)cc1
 : 1.1	-5%	1130	8%	43%	8%	?	-0.2%	-0.39	0.1%
CCOC(=O)C1CCN(Cc2c(F)cccc2Cl)CC1
 : 1.1	-7%	1279	5%	-5%	-6%	-0.3%	0.3%	-0.09	0.1%
COc1ccc(NC(=O)/C(C#N)=C\c2ccc(OCc3ccc(C(=O)O)cc3)c(OC)c2)cc1
 : 1.2	3%	1134	8%	18%	14%	1.8%	0.3%	0.94	-1.9%
O=C(CSCc1cc(=O)n2ccsc2n1)Nc1ccccc1
 : nt	-1%	nt	nt	nt	6%	-0.4%	0.4%	nt	nt
CC(C)COC(=O)NC1c2ccccc2Oc2ccccc21
 : nt	-4%	1066	nt	nt	7%	3.1%	0.8%	0.47	nt
O=C(O)CCCn1cc(NC(=O)COc2cccc(Cl)c2)cn1
 : nt	12%	nt	nt	nt	3%	0.6%	0.4%	nt	nt
Cc1ccnc(NC(=O)c2cccc([N+](=O)[O-])c2C)c1
 : 1	-2%	1168	1%	4%	-1%	1.9%	-0.7%	-0.19	7.4%
COCCn1c(=O)[nH]c2cc(C(=O)N3CCN(c4ccccc4F)CC3)ccc2c1=O
 : nt	0%	nt	nt	nt	4%	2.7%	0.0%	nt	nt
Cc1nn(CC2CC2)c(=O)n1-c1ccccc1F
 : 1.1	-3%	1264	-9%	-5%	1%	3.4%	0.1%	-0.44	nt

(more compounds)
Order of values: TNAP activation fold	Salmonella PhoP GFP	Ins promoter up cell count	PMI inhibitors	human PMI inhibitors	Large T inhibition	RSV antiviral HEp-2	West Nile virus CPE	Ins promoter up	ER stress rescue
Cc1ccc(Oc2ccc(C=O)cn2)cc1
 : 1.1	2%	1169	-2%	-3%	19%	-0.9%	0.5%	0.48	-0.4%
COCCCNC(=O)CCc1ccc(S(=O)(=O)Nc2ccc(C)cc2)cc1
 : 1.2	2%	989	-6%	-6%	9%	0.2%	0.0%	-0.04	-1.2%
CC(=O)NC1(C(F)(F)F)C(=O)Nc2c1c(=O)[nH]c(=O)n2CCc1ccccc1 (centres undefined)
 : nt	-8%	1104	nt	nt	5%	2.8%	0.3%	0.08	nt
C(=N\N1CCN(C2c3ccccc3-c3ccccc32)CC1)/c1cccnc1
 : 1.1	2%	1432	12%	14%	0%	3.0%	-0.2%	0.06	0.7%
COC(=O)c1ccccc1OCC(=O)N1CCN(c2ccc(OC)cc2)CC1
 : 1.1	-1%	1626	0%	2%	?	1.2%	-0.9%	0.43	-1.5%
Cc1nc2c3ccccc3nc(NNC(=O)CCC(=O)NCCC(C)C)n2n1
 : 2.1	8%	1522	-47%	-73%	18%	0.4%	-0.5%	0.22	-2.4%
O=c1c2ccccc2ncn1C1CCCCC1
 : 1.1	-2%	1261	10%	4%	2%	2.3%	0.2%	-0.75	-2.4%
COc1ccc(C)cc1N(C(=O)c1ccco1)C(C(=O)NC1CCCC1)c1cc(OC)c(OC)c(OC)c1 (centres undefined)
 : nt	10%	nt	nt	nt	7%	2.0%	-0.6%	nt	nt
Cc1ccc(C(=O)NN2C(=O)C3C4c5ccccc5C(c5ccccc54)C3C2=O)cc1 (centres undefined)
 : 1.2	4%	1549	12%	5%	12%	-0.1%	-0.9%	0.13	-1.9%
COc1ccc(CC(C)CC(=O)NCCc2ccc(OC)c(OC)c2)cc1 (centres undefined)
 : nt	-2%	nt	nt	nt	3%	1.1%	-1.4%	nt	nt
Cc1ccnc2nc(C(=O)OCC(=O)N3CCc4ccccc43)nn12
 : 1.1	3%	1294	-1%	4%	-1%	5.5%	0.7%	0.27	nt
COc1ccccc1C1=NOC(COC(=O)c2ccc3ccccc3n2)C1 (centres undefined)
 : 1	11%	1427	2%	-6%	7%	-0.8%	-0.2%	0.29	-0.3%
CN1CCN(S(=O)(=O)c2cccc(C(=O)Nc3nccs3)c2)CC1
 : nt	-9%	1057	nt	nt	22%	3.4%	-0.6%	0.15	nt
CC(=O)c1ccc(NC(=O)C2CCCC2)cc1
 : nt	2%	nt	nt	nt	11%	0.4%	-0.2%	nt	nt
COc1ccc(C(=O)CC(=O)O)c2c1C=CC(C)(C)O2
 : 1.1	18%	1089	-1%	6%	16%	1.6%	0.5%	0.12	1.0%
CCOCCCNC(=O)CCNC(=O)c1cc(OC)c(OC)c(OC)c1
 : 1.2	-3%	1445	13%	8%	7%	0.3%	0.6%	1.5	-1.1%
COC(=O)c1cc(CNC(=O)CC(C)c2ccccc2)ccc1OC (centres undefined)
 : nt	-4%	nt	nt	nt	9%	1.5%	-0.2%	nt	nt
COc1ccc(C/C(N)=N/OC(=O)Cc2ccccc2)cc1OC
 : 1	-3%	1450	6%	7%	8%	-1.6%	0.0%	-0.16	-1.6%
